Bioassay records deposited in PubChem BioAssay by National Center for Advancing Translational Sciences (NCATS).
TCR activator = Activators of T cell receptors: qHTS campaign; AID 504894, 2011; 330,000 tested, under 10 active; primary human leukocytes, anti-CD3, IL-2 HTRF, 48 h; Potency, µM (titrated, usually from 9.22 µM), for the others: top-dose activation of IL-2 secretion, most hits filed as activators; also: % of control where 0% means no effect
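Primary human leukocytes incubated 48 hr with anti-CD3 beads plus compound, without co-stimulation. Secreted IL-2 measured by HTRF (europium cryptate/d2 anti-IL-2 pair, 320 nm excitation, 665 nm emission).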
Tb PFK inh = qHTS Assay to Find Inhibitors of T. brucei phosphofructokinase. ATP-dependent 6-phosphofructokinase (Trypanosoma brucei brucei), O15648. AID 485367, 2010. Potency, µM (doses to about 57.5 µM), for the others: at the highest dose activity, negative = inhibition, most hits filed as inhibitors. T. brucei PFK, ADP-Glo luminescence. 330,000 tested, 0.17% active;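 also: potency is read from the fitted curve at half-maximal effect; 0% = uninhibited 1x PFK enzyme wells and -100% = no-enzyme wells; nearly all actives have a fitted effect of over 60% in size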
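PFK 1.25 nM, F6P 0.5 mM, ATP 0.1 mM, 0.1 M TEA pH 8.0, 5 mM MgCl2, 0.01% Tween20, 0.1% BSA; 45 min RT. ADP-Glo readout. qHTS titration up to 57 uM; curves fitted, compounds curve-classed.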
BCR signal inh = qHTS Assay to Find Inhibitors of Chronic Active B-Cell Receptor Signaling; ABC-DLBCL IkBa-CBG/CBR reporter, luminescence ratio, 4 h; Potency, µM (highest dose often 46.1 µM), for inactives: at the highest dose ratio change, negative = lower green/red ratio, usual class: inhibitors; 340,000 tested, 0.05% active; AID 493014, 2011; active = well fitted inhibition curve with a large enough effect in the signal ratio, with a control signal flat, not every such curve was filed as active; inconclusive = small, poorly fitted or top-dose-only effect, or effect the other way, or a change in a side signal; the % refers to the signal ratio;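 also: potency is read from the fitted curve at half-maximal effect; plate controls were basal doxycycline-induced cells for no effect and cells given 10 µM MG132 for full effect; MG132 reads +100%, hits lower the ratio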
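Cell line TMD8 (human ABC DLBCL), stably expressing tet-inducible CBG68-IkBa fusion and CBR; IMDM/0.5% FBS; cpd up to 46 uM; dox induction, 4 h, 37C/5% CO2; dual luminescence; green/red ratio; MG132 control.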
B2AR arrestin = qHTS assay of beta-arrestin-biased ligands of beta2-adrenergic receptor; beta-arrestin recruitment to beta2AR, cell-based reporter; Potency, µM (series often up to 46.1 µM), for inactives: at the highest dose activation, actives largely listed as activators; 330,000 tested, 0.02% active;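 also: potency is read from the fitted curve at half-maximal effect; 0% = DMSO controls and full agonism = EC100 isoproterenol or metaproterenol; nearly all actives have a fitted effect of over 65% in size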
Eya2 phos inh = qHTS Assay for Inhibitors of the Phosphatase Activity of Eya2; recombinant Eya2, OMFP fluorescence dephosphorylation (OMFP is methylfluorescein phosphate); Potency, µM (highest dose often 76.9 µM), inactives show top-dose activity, negative = inhibition, usual class: inhibitors; 330,000 tested, 0.006% active; AID 488837, 2010; also: potency is read from the fitted curve at half-maximal effect; % is scaled to controls: 0 for no effect and ±100 for the full control effect
Target sequence (O00167 whole entry, looked up): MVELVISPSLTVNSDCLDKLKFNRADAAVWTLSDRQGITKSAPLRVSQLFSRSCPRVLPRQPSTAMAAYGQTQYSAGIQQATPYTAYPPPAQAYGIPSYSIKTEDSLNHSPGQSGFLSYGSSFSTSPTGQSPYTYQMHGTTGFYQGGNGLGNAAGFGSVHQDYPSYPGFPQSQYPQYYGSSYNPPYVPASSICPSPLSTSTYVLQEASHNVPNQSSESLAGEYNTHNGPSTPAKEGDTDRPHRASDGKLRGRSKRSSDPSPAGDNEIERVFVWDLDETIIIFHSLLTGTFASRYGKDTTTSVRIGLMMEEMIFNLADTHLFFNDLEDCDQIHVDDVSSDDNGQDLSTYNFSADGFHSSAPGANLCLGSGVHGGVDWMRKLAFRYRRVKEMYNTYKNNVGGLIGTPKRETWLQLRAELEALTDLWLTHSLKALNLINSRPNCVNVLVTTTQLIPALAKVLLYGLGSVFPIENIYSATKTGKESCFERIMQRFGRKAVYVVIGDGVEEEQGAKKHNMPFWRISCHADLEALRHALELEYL
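Eya2 protein (added as 0.2 uM solution) was preincubated with compound for 10 min at ambient temperature in 50 mM HEPES pH 7.5, 50 mM NaCl, 5 uM MgCl2, 0.05% BSA, 1 mM DTT. OMFP (added at 50 uM) then reacted 10 min; fluorescence read at 485/525 nm.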
ELG1 DNA repair = qHTS screen for small molecules that inhibit ELG1-dependent DNA repair in human embryonic kidney (HEK293T) cells expressing luciferase-tagged ELG1; 330,000 tested, 2.3% active; Potency, µM (titrated, usually from 46.1 µM), without a hit: at the highest dose activity change, negative = inhibition, usual class: inhibitors; HEK293T ELG1-luciferase reporter, luminescence, 16 h; DNA damage induced by 5-fluorouridine; also: potency is read from the fitted curve at half-maximal effect; % is scaled to controls: 0 for no effect and ±100 for the full control effect; nearly all actives have a fitted effect of over 55% in size
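In this reporter screen, reduction of luminescence relative to DMSO vehicle indicated activity. Compounds and 5-fluorouridine were added together to 2,000 cells per well, incubated for 16 hr at 37 °C, then developed with ONE-Glo.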
Mito fusion yeast = qHTS Assay for Small Molecule Inhibitors of Mitochondrial Division or Activators of Mitochondrial Fusion; 320,000 tested, 0.23% active; Potency, µM (top dose mostly 46.1 µM), without a hit: at the top dose growth rescue (activation), hits mostly activators; AID 485298, 2010; S. cerevisiae fusion-defective mutant growth rescue, CellTiterGlo 48 h;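 also: potency is read from the fitted curve at half-maximal effect; % of control where 0% means no effect; nearly all actives have a fitted effect of over 45% in size; temperature-sensitive fusion mutants such as fzo1-1 at 37 °C on non-fermentable ethanol glycerol medium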
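Read-out: ATP-based luminescence (CellTiterGlo, 10 min ambient) reporting growth of fusion-defective ts yeast after 48 hours at 37C on glycerol/ethanol YPEG medium in the presence of compound.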
PTAP TSG101 blk = qHTS Assay for Iinhibitors of HIV-1 Budding by Blocking the Interaction of PTAP/TSG101 | Fluorescence polarization, FITC-PTAP peptide / Tsg101 binding | Potency, µM (series often up to 115 µM), without a hit: at the highest dose activity change, negative = inhibition, most hits filed as inhibitors | 340,000 tested, under 10 active | AID 493005, 2010; active = well fitted inhibition curve with a large enough effect in the main read-out, with a control signal flat, not every such curve was filed as active; inconclusive = small, poorly fitted or top-dose-only effect, or effect the other way, or a change in a side signal; inactive = no such curve, though single readings can be large or run the other way; also: potency is read from the fitted curve at half-maximal effect; % of control where 0% means no effect
Target sequence (Q99816 whole entry, looked up): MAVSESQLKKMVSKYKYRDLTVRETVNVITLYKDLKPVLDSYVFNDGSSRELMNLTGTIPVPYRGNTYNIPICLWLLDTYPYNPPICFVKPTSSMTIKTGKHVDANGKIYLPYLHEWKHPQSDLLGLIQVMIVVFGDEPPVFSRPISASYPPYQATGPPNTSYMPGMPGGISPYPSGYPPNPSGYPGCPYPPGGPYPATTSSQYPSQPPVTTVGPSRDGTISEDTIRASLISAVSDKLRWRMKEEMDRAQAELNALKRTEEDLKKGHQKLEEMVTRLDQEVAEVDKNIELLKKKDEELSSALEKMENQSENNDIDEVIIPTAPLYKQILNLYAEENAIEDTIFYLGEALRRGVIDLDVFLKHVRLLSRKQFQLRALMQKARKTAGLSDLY
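Fluorescence polarization binding of Tsg101 binding domain (10 uM final) to FITC-labeled PTAP peptide (50 nM final) in HEPES pH 7.5 buffer with NaCl, Tween 20, EDTA, TCEP. Compounds added before peptide; binding 20 min at RT.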
uPA surface inh = qHTS for Inhibitors of Cell Surface uPA Generation | cell surface uPA generation assay, qHTS | Potency, µM (series often up to 38.3 µM), for inactives: at the highest dose activity change, negative = inhibition, actives largely listed as inhibitors | 330,000 tested, 0.31% active | AID 540303, 2011; active = well fitted inhibition curve with a large enough effect; inconclusive = small, poorly fitted or top-dose-only effect; inactive = no such curve, though single readings can be large or run the other way; tested in mouse RAW 264.7 cells; also: potency is read from the fitted curve at half-maximal effect; % is scaled to controls: 0 for no effect and ±100 for the full control effect; nearly all actives have a fitted effect of over 55% in size
USP2a block = qHTS Assay for Inhibitors of Ubiquitin-specific Protease USP2a Using CHOP2 as the Reporter; USP2 core, Ub-CHOP2 coupled fluorogenic reporter, 485/531; 330,000 tested, 0.01% active; Ubiquitin carboxyl-terminal hydrolase 2 (Homo sapiens), O75604; Potency, µM (highest dose often 38.3 µM), without a hit: at the top dose activity change, negative = inhibition, hits mostly inhibitors;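 also: potency is read from the fitted curve at half-maximal effect; plate controls were DMSO wells for no effect and full inhibition by NEM control for full effect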
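USP2 core (10nM final) preincubated 30min RT with compound in 20mM Tris-HCl pH 8.0, 2mM CaCl2, 2mM beta-mercaptoethanol, 0.05% CHAPS; 25nM Ub-CHOP2 plus 25nM reporter substrate added, fluorescence (Ex485/Em531) read after 60min.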
TSHR antagonist = Antagonists of the Thyroid Stimulating Hormone Receptor: HTS campaign. TSHR-expressing cells, TSH-stimulated cAMP HTRF, 2 h; stronger effect = lower value. activity change, negative = inhibition, % at 11.5 µM. 330,000 tested, 0.2% active. AID 504810, 2011;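 active = activity change below a set negative limit, meaning inhibition stronger than a set level, cut at about -70% in these data; inconclusive = activity change between two set negative limits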; also: % is scaled to controls: 0 for no effect and ±100 for the full control effect
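Inhibition of cAMP made by TSHR-expressing cells under TSH stimulation (4nM final, EC80; 2 h, 37 deg C) is quantified with a one-step lysis HTRF kit, anti-cAMP cryptate versus cAMP-d2.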
Numbers without * were called inactive; ? = inconclusive; . = no result given; [ ] = another dose, or the depositor's remark. Unless noted, calls follow the shape of the dose curve; as a rule, active = well fitted curve in the direction sought with a large enough effect; inconclusive = small, poorly fitted or top-dose-only effect, or another doubt; inactive = no such curve, though single readings can be large; an effect the other way counts as inactive or inconclusive.

SMILES	TCR activator	Tb PFK inh	BCR signal inh	B2AR arrestin	Eya2 phos inh	ELG1 DNA repair	Mito fusion yeast	PTAP TSG101 blk	uPA surface inh	USP2a block	TSHR antagonist
C[C@H](CO)N1C[C@H](C)[C@@H](CN(C)S(=O)(=O)c2cccs2)Oc2c(NS(=O)(=O)c3cn(C)cn3)cccc2C1=O	1%	2%	4%	0.0%	-11%	?	.	1%	5%	1%	5
CN1C(=O)CSc2ccc(NC(=O)NCc3ccco3)cc21	-1%	5%	?	0.1%	-8%	12%	0%	-13%	-4%	-6%	4
Cc1cc(C)c(C)c(S(=O)(=O)N2CCC(C(=O)NCCCN3CCOCC3)CC2)c1C	-1%	-2%	0%	-0.1%	21%	12%	-2%	1%	-2%	-2%	11
O=C(NCc1ccccc1OC(F)(F)F)C1CCC(=O)N(C2CC2)C1 (configuration not stated)	2%	1%	-6%	0.2%	-4%	9%	-1%	-5%	24%	3%	22
COc1ccc(NC(=O)CSC2=NCCN2)cc1	3%	-3%	2%	0.0%	5%	-16%	16%	-1%	-9%	0%	-1
CSc1ccccc1OCc1cc(C(=O)N2CCc3[nH]cnc3C2c2ccccn2)no1 (configuration not stated)	1%	0%	?	-0.7%	5%	4%	-2%	-4%	-4%	-2%	8
O=C(NCCOc1ccccc1)c1cccc(S(=O)(=O)NCc2ccccc2)c1	-11%	0%	-5%	-0.4%	-19%	?	1%	1%	-3%	-2%	12
Cc1ncc(C[n+]2csc(CCOC(=O)CC34CC5CC(CC(C5)C3)C4)c2C)c(N)n1	4%[46.1 µM]	-2%	-8%	-0.6%	-3%	8%	1%	0%	20%	1%	1
Cc1nn(Cc2ccccc2Cl)c(C)c1C(=O)NCCN1C(=O)S/C(=C\c2ccccc2)C1=O	-13%[46.1 µM]	1%	7%	-0.7%	-20%	-22%	-13%	-9%	-2%	-12%	0
Cn1nnc(C(O)CNCc2ccc(Cl)cc2)n1 (configuration not stated)	-1%	-1%	15%	-0.1%	6%	-13%	-10%	-2%	-1%	11%	33
CSc1ccccc1C(=O)N1CCC(n2nccc2NC(=O)C(C)(C)C)CC1	-3%	3%	-2%	-0.3%	-1%	8%	3%	0%	12%	1%	-7
Brc1cccc(-c2nnc3n2CCC3)c1	-6%	3%	-1%	0.6%	-1%	?	-3%	-7%	10%	0%	2
COc1ccc(C2(c3ccc(OC)cc3)NC(=O)NC2=O)cc1	-4%	3%	0%	-0.7%	12%	-5%	-5%	-7%	2%	0%	-1
CCCCn1c(N)c(N(C)C(=O)c2ccc(-n3cccn3)cc2)c(=O)[nH]c1=O	-1%	0%	?	0.3%	8%	20%	-2%	-6%	4%	1%	-7
COC(=O)COc1ccsc1C(=O)OC	5%	-1%	-5%	-0.3%	-4%	-2%	1%	-2%	.	3%	0
Cc1cc(/C=N/NC(=O)CC2(C)OCCO2)c(C)n1-c1cc(Cl)cc(Cl)c1	-4%[46.1 µM]	-2%	?	-1.2%	2%	-1%	6%	-8%	5%	-2%	1
CC[C@]12c3[nH]c4cc(-c5ccco5)ccc4c3CCN1C(=O)[C@@H](CC(=O)NCCc1ccccn1)C[C@@H]2C(=O)N1CCN(C(=O)c2ccco2)CC1	15%[46.1 µM]	1%	?	0.5%	2%	-17%	.	0%	7%	-1%	-1
Cc1ccc(CN(Cc2ccc(C)o2)C(=S)NCC(=O)O)cc1	1%[46.1 µM]	-1%	1%	-0.5%	10%	?	-6%	2%	4%	4%	4
Cn1c(Cn2c(=O)sc3ccccc32)nnc1SCC(=O)N1CCc2ccccc21	-3%[46.1 µM]	-9%	-2%	-1.5%	2%	-1%	-3%	0%	14%	3%	0
Cc1cc(=O)oc2cc(OCC(=O)N3CCN(C(=O)C4COc5ccccc5O4)CC3)ccc12 (configuration not stated)	-2%	7%	-12%	0.1%	-16%	1.2µM*	1%	-8%	-7%	3%	2
O=C(O)c1ccc(-c2cccc([N+](=O)[O-])c2)o1	-11%	5%	2%	-0.8%	5%	0%	-3%	-3%	4%	1%	5
CCn1c(SCC(=O)Nc2cccc(C)c2)nc2nc3c(cc2c1=O)COC(C)(C)C3	-2%	2%	?	-0.9%	13%	18µM*	2%	0%	2%	-1%	-10
CCn1c(COc2ccc3c(c2)CCCC3)nnc1SCC(=O)Nc1nccs1	2%	-5%	-1%	-1.8%	2%	?	-6%	3%	.	2%	20
Cc1nn(C)cc1CN(C)C(=O)c1nn2c(c1Cl)NC(c1cccs1)CC2C(F)(F)F (configuration not stated)	-6%	-8%	26%	-0.1%	17%	-28%	0%	-3%	-6%	2%	2
COc1cc2c(cc1OC)CN(C(=O)c1ccc3[nH]c(C)c(C)c3c1)CC2	-3%	-3%	-16%	-0.7%	11%	-13%	1%	0%	15%	-4%	11
Cc1ccc(-n2ncc3c(=O)[nH]c(SC(C)C)nc32)cc1	3%[46.1 µM]	?	0%	-0.1%	0%	13%	7%	-9%	0%	1%	-7
Cc1ccc(C(=O)Nc2nc(-c3cc(Cl)sc3Cl)cs2)cc1	5%	-2%	16%	-0.3%	17%	9.2µM*	4%	1%	-1%	2%	-18
COc1ccc(C=O)cc1CSc1nnc(COc2cccc3cccnc23)o1	-3%[46.1 µM]	3%	?	-0.9%	-2%	-3%	-2%	-16%	1%	0%	-8
CSC(C1CCCC1)n1nnc2ccccc21 (configuration not stated)	4%	0%	-3%	0.0%	-10%	3%	2%	1%	-17%	0%	9
CCc1ccccc1NC(=O)Nn1cnnc1	4%	2%	3%	0.5%	-5%	-6%	0%	-8%	2%	1%	19
O=C1CCNCCN1[C@H](CO)Cc1ccccc1	-1%	-2%	-19%	-0.7%	0%	22%	1%	1%	9%	1%	-5
Cc1cc(NC(=O)CCC(=O)N(c2ccc(C)c(F)c2)C(C(=O)NC2CCCC2)c2ccco2)no1 (configuration not stated)	-1%	0%	1%	-0.2%	-24%	-2%	1%	-8%	4%	-2%	10
C=CCOc1ccc(/C=N/NC(=O)C(C)Sc2ccccn2)cc1OC (configuration not stated)	-9%	9%	3%	-0.4%	-3%	-1%	0%	-5%	-15%	1%	4
CCOC(=O)CSc1nnc(Cc2cc(=O)[nH]c(=O)[nH]2)n1-c1ccc(Cl)cc1	-2%	1%	3%	0.1%	11%	1%	0%	-5%	10%	5%	-11
CC(CN1CCCCC1)NC(=O)c1cccs1 (configuration not stated)	4%	3%	0%	0.1%	5%	-7%	0%	-2%	10%	-1%	-4
O=C(CN1CCN(S(=O)(=O)c2ccc3ccccc3c2)CC1)N1CCc2ccccc2C1	-15%	0%	?	-0.5%	1%	-4%	20%	-2%	-6%	3%	-4
CC(=O)Nc1ccc(N=Cc2c(O)c3ccccc3oc2=O)cc1	15%	1%	-4%	-0.3%	21%	0%	2%	-4%	15%	1%	3
O=c1cc(-c2ccsc2)oc2ccccc12	-1%	2%	-2%	-0.2%	2%	?	.	-3%	-14%	-3%	20
COc1ccc(S(=O)(=O)n2cnc3cc(C)c(C)cc32)cc1	5%	-2%	-3%	-0.6%	-4%[15.4 µM]	13µM*	5%	-5%	-2%	0%	-9
CC1CN(S(=O)(=O)c2cccc(C(=O)N(CCc3ccccc3)Cc3ccccc3)c2)CC(C)O1 (configuration not stated)	-2%	1%	?	-0.3%	-2%	?	2%	-1%	-7%	-25%	-25
CSc1nc(N)nc2c1ncn2CC(=O)NCc1ccccc1	-3%	-11%	?	0.6%	-3%	-12%	.	2%	-7%	-1%	8
Cc1cc(OCC(=O)NCc2ccncc2)ccc1Cl	4%	-9%	-13%	-0.5%	6%	8%	5%	-1%	0%	1%	0
